# eIF4E 4G PPI: eIF4E/eIF4G interaction inhibition in translation initiation; P63073+Q04637; TR-FRET eIF4E-eIF4GI(517-606) binding, 2 h; AID 782; 220,000 tested, 0.37% active; inhibition, % at 21.7 µM;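 active means inhibition above about 30%, limit read from the data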;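 further: 0% = full FRET control wells and 100% = background wells lacking eIF4GI fragment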
# Mdm2 ligase inh: inhibitors of human Mdm2 E3 ubiquitin ligase | Q00987 | cell-based MDM2 ubiquitination luciferase reporter, 2 h; 0 = plate control, 100 = twice control, blank-subtracted | signal enhancement, % at 5 µM | 210,000 tested, 0.11% active;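 active means signal enhancement of 30% or more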;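 further: luminescence tracks abundance of the self-degrading MDM2-luciferase fusion protein; higher signal means inhibition of MDM2 E3 ligase activity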
# Target sequence (Q00987 whole entry, looked up, the tested form may be a part): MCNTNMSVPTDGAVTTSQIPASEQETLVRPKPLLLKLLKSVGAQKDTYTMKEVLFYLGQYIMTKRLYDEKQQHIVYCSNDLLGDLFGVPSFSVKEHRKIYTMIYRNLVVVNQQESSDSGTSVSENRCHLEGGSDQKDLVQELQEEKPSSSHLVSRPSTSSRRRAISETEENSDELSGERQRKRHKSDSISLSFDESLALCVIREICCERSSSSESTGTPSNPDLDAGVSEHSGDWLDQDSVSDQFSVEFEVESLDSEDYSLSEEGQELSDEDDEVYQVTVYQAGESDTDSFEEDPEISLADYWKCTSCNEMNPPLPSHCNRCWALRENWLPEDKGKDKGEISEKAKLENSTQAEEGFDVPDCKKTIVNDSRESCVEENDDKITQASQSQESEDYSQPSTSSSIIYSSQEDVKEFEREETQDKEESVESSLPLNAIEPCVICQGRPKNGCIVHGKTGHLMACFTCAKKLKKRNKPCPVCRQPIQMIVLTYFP
#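 Test system: mammalian cells stably expressing self-ubiquitinating, self-degrading MDM2 E3–luciferase fusion; Amount: 2000 cells in each well; Medium: DMEM; Schedule: 4 h settle plus 2 h compound, 37 °C; Technique: SteadyLite luciferase luminescence after 15 min room-temperature reagent incubation; Benchmarks: plate control and blank wells.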
# PERK inhibitor: blocks human PERK kinase; Q9NZJ5; 220,000 tested, 0.17% active; inhibition, % at 5.6 µM; CHO PERK-DD fusion, SEAP luminescence translation reporter;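 active means inhibition above the mean inhibition of all tested compounds plus 3 SD, set separately per screening campaign, cut at about 2.9% in these data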;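 further: PERK kinase domain activated by AP20187 dimerizer at 100 nM; 0% = DMSO with dimerizer and 100% = rapamycin at 8.4 µM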
# TNF death inh: inhibitors of TNF-alpha induced necroptosis in Jurkat FADD-/- cells | Jurkat FADD-/- TNF necroptosis rescue, ATP luminescence, 24 h; 0 = TNF only, 100 = no-TNF cells | activation (protection from cell death), % at 10 µM | 220,000 tested, 0.068% active | AID 463075;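 active means activation, meaning protection from cell death, of at least 50% relative to plate controls; inactive means activation below 50%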;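 further: necroptosis triggered by 40 ng/mL TNF-alpha added together with compound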
# EBV gp42 block: inhibitors of Epstein-Barr virus glycoprotein 42 | Q1HVG2 | 220,000 tested, 0.42% active | inhibition, % (tested at 21.74 µM) | Fluorescence polarization binding assay, mP read-out; in the data active means inhibition above about 50%
# Target sequence (Q1HVG2 whole entry, looked up): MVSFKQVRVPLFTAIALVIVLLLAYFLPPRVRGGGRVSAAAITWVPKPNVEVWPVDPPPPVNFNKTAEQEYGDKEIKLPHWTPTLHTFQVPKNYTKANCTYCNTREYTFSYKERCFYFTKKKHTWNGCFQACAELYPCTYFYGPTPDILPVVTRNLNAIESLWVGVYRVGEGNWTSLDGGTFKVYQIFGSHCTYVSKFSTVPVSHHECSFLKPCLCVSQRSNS
# Rad51 HR inh: blocks human Rad51 in homologous recombination; Q06609; hRad51 DNA strand exchange, fluorescence dequenching; inhibition, % at 10 µM; 200,000 tested, 0.085% active; AID 1385;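 active means inhibition above 40% at the single screening dose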;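 further: 0% = DMSO control wells and 100% = blanks with heterologous ssDNA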
# Target sequence (Q06609 whole entry, looked up): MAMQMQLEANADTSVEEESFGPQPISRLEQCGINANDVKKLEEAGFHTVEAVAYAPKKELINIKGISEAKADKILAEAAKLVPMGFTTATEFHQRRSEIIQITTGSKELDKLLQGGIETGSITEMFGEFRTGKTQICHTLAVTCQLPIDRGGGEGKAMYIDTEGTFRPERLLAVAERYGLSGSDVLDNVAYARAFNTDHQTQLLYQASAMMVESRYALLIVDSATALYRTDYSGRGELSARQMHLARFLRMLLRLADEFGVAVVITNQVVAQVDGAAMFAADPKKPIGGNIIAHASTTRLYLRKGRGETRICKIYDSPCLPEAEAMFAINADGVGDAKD
#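 Test system – preformed human Rad51 ssDNA filaments · Reagent – Donor/quencher-labelled 47-bp dsDNA substrate · Incubation – 37 °C 15-min filament assembly, 30-min compound preincubation, 15-min exchange · Signal – FRET fluorescence dequenching, excitation 485 nm, emission 520 nm · Read-out – percent inhibition from fluorescence, normalised to plate control and blank means · Benchmarks – plate control and blank wells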
# zVAD death inh: blocks zVAD induced death of L929 cells | L929 zVAD necroptosis rescue, ATP luminescence, 24 h; with zVAD 60 µM | viability rescue, % at 10 µM | 220,000 tested, 0.38% active | AID 1377;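 active means activation, scaled between plate controls, above about 75%, limit read from the data; inactive means activation under that limit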;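 further: 0% = zVAD with DMSO and 100% = DMSO alone without zVAD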
# KCC2 mod: KCC2 (human) Cl- transport modulation; KCC2 cells, thallium flux FluoZin-2 fluorescence; B-score of Tl+ flux slope (higher = more flux/activation; lower = inhibition) at 10 µM; 190,000 tested, 2.2% active; AID 1456;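 active means thallium flux slope and its plate-corrected score both differing from the plate sample mean at a set confidence after two filtering rounds, in either direction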;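 further: slope of fluorescence scaled to starting intensity during 10 to 20 s after thallium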
# Calpain2 inh: inhibitors of pig calpain II; AID 1236; purified calpain II, fluorogenic peptide substrate, 30 min; inhibition, % at 16 µM; 220,000 tested, 0.37% active;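 active means inhibition above about 50%, limit read from the data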
# Starred values were filed as active, the others as inactive; i = inactive; · = not tested or not shown; [ ] = remark or other dose. This is a subset; rates above refer to the full screens.
[1] C[C@H]1CCC[C@@H](O)CCC/C=C/c2cc(O)cc(O)c2C(=O)O1
[2] c1cncc(CNC2=NCCC2)c1
[3] O=C(C(=O)N1CCOCC1)c1cn(Cc2c(F)cccc2Cl)c2ccccc12
[4] CCN(CC)P(=O)(/C=C(\Cl)c1ccccc1)/C=C(\Cl)c1ccccc1
[5] C(#CCN1CCOCC1)COCC#Cc1ccccc1
[6] C#CCOCOCC#CCN(CC)CC
[7] CC(=O)OC1(c2ccccc2)CCN(C2CCCCC2)CC1C (configuration not stated)
[8] N#CCCn1cc(C(=O)Nc2ccc(F)cc2)c(-c2ccc([N+](=O)[O-])cc2)n1
screen / no.,1,2,3,4,5,6,7,8
eIF4E 4G PPI,-9,-2,5,1,-13[fluorescence artefact?],7,1,2
Mdm2 ligase inh,6,-3,4,-11,-7,4,-4,-8
PERK inhibitor,-0.3,1.1,1.1,-0.3,0.3,0.2,1.8,2.0
TNF death inh,13,0.3,0.4,0.3,-0.6,-0.9,1.4,0.1
EBV gp42 block,0,-25,-9,4,-8,-12,-17,-2
Rad51 HR inh,1,-4,·,-5,0,-5,-5,7
zVAD death inh,79*,1.3,-0.4,0.2,0.0,-0.2,-0.8,0.7
KCC2 mod,·,·,-1.1,0.25,0.83,1.5,-0.0093,0.51
Calpain2 inh,-32,-14,29,36,-62,6,5,-33

[9] O=C(Nc1ccccc1)N1CC2CC(C1)c1cccc(=O)n1C2 (configuration not stated)
[10] CN(C)c1ccc(C=C2C(=O)NC(=O)NC2=O)cc1[N+](=O)[O-]
[11] O=C(CN1CCCCC1)c1cccc(Br)c1
[12] O=C(Nc1ccncc1)c1cccn(Cc2ccccc2)c1=O
[13] CC(=NCCCO)c1c(O)n(Cc2ccccc2)c(=O)[nH]c1=O
[14] Nc1ccc(N=Nc2ccccc2)cc1
[15] C=CCn1c(O)c(/C(C)=N/NC(=S)Nc2ccccc2)c(=O)[nH]c1=O
[16] COc1ccc(C(=O)CN2CCCCC2)cc1
screen / no.,9,10,11,12,13,14,15,16
eIF4E 4G PPI,3,-1,5,0,-2[fluorescence artefact?],0,0,6
Mdm2 ligase inh,-3,-11,-9,-23,·,-16,·,0
PERK inhibitor,1.4,1.5,0.8,1.3,-1.1,0.2,1.2,0.1
TNF death inh,-1.1,-0.5,2.0,-6.0,-1.8,-3.4,-0.4,0.7
EBV gp42 block,3,0,3,-3,-19,4,-24,-13
Rad51 HR inh,16,4,-8,3,-1,-1,6,9
zVAD death inh,0.6,1.9,-0.5,0.6,0.0,0.3,0.3,0.1
KCC2 mod,1,0.06,-0.68,-0.13,-0.58,0.065,·,0.035
Calpain2 inh,-15,-15,-8,-19,-14,29,3,20

[17] C=CCn1c(O)c(C(C)=NCCCO)c(=O)[nH]c1=O
[18] CC(=O)Nc1cc(C(=O)N2CCC3(CC2)OCCO3)ccc1Sc1ccc(F)cc1
[19] Cc1cccc(C)c1NC(=O)CN(C)CC(=O)Nc1ccc(C#N)c(Cl)c1
[20] CCOc1ccc2nc(N=Nc3c(O)[nH]c(=S)[nH]c3=O)sc2c1
[21] O=C1NC(=O)N(Cc2cccs2)C(=O)/C1=C/c1ccc(N2CCOCC2)cc1
[22] CCCNc1oc(-c2cccc3ccccc23)nc1C#N
[23] CN1CCN(/N=C/c2c[nH]c3ccccc23)CC1
[24] CC(C)NC(=O)Cn1cc(C(=O)c2ccccc2F)c2ccccc21
screen / no.,17,18,19,20,21,22,23,24
eIF4E 4G PPI,0,1,-1[fluorescence artefact?],0,2,7[fluorescence artefact?],3,0
Mdm2 ligase inh,16,-20,-10,-18,-4,-24,-17,-16
PERK inhibitor,0.7,0.8,-0.7,0.5,0.1,0.4,0.4,0.3
TNF death inh,-1.6,1.7,-0.3,-3.4,-0.2,2.0,0.5,-0.2
EBV gp42 block,-11,7,-25,-14,-3,-1,-5,-13
Rad51 HR inh,-1,-15,-6,17,-4,0,6,1
zVAD death inh,-0.2,1.2,1.2,0.6,-0.1,8.1,-0.5,-0.2
KCC2 mod,0.95,-0.21,0.46,-1.7,0.016,0.35,0.016,-1.4
Calpain2 inh,16,25,29,7,3,-433,-16,-11

[25] Nc1c(C(=O)NCc2ccco2)c2nc3ccccc3nc2n1CCN1CCOCC1
[26] CCOCCCNC(=O)CN1C2CCC1CC(O)(c1ccc(OC)cc1)C2 (configuration not stated)
[27] O=[N+]([O-])c1ccc(N2CCCNCC2)c2ncccc12
[28] C[C@]12CCC(=O)C=C1CC[C@@H]1[C@@H]2CC[C@]2(C)C(=O)CC[C@@H]12
[29] CCCCCn1c(=O)c(C(=O)Nc2nc3ccccc3[nH]2)c(O)c2ccccc21
[30] CCCCCCCSc1cc(OC)c(CCN(C)C)cc1OC
[31] CCOP(=S)(OCC)Oc1cc(C)oc(=O)c1
[32] Oc1ccc(/C=N/NP(=S)(c2ccccc2)c2ccccc2)c(O)c1O
screen / no.,25,26,27,28,29,30,31,32
eIF4E 4G PPI,6,2,-3,1,1,7,2,5[fluorescence artefact?]
Mdm2 ligase inh,-1,-10,-11,·,-11,-7,0,-14
PERK inhibitor,-1.1,0.6,0.2,-0.9,0.6,-0.6,1.4,1.1
TNF death inh,-4.8,0.1,3.5,5.8,-9.6,-23,0.3,-6.0
EBV gp42 block,8,7,-11,-6,-14,0,0,12
Rad51 HR inh,0,1,-5,-5,0,11,9,-5
zVAD death inh,0.7,-0.1,3.1,57,1.6,11,-1.2,0.1
KCC2 mod,0.0062,-0.034,-0.0054,-0.53,-0.66,·,-0.76,-1.2
Calpain2 inh,i,0,-8,29,-18,4,-16,-21

[33] CCCCn1c(O)c(C(C)=NCc2cc(OC)cc(OC)c2)c(=O)[nH]c1=O
[34] O=[N+]([O-])c1cc2c(cc1CNCCc1ccc3c(c1)OCO3)OCO2
[35] COc1ccc(C(=O)C2CCCN(Cc3cnc(C)s3)C2)c(OC)c1 (configuration not stated)
[36] CC1CCN2c3nc4ccccn4c(=O)c3CC3(C(=O)N(C)C(=O)N(C)C3=O)C2C1 (configuration not stated)
[37] COc1cccc(C(=O)C2CN(C)CC2c2ccc(Cl)cc2)c1 (configuration not stated)
[38] CCCCn1c(O)c(/C=C2/C=CC=N2)c(=O)[nH]c1=O
[39] CCCCC(=O)N/N=C/c1c(O)n(CCc2ccccc2)c(=O)[nH]c1=O
[40] CCOC(=O)c1cc(C)n(CCc2cnc[nH]2)c1C
screen / no.,33,34,35,36,37,38,39,40
eIF4E 4G PPI,-2,1,2,-2,-1,-3,1,-11
Mdm2 ligase inh,1,-3,-4,3,-10,-4,-9,0
PERK inhibitor,-1.9,0.9,1.2,0.4,0.0,-0.6,0.5,0.6
TNF death inh,-2.0,0.9,1.0,-1.5,3.8,-7.4,1.1,-0.2
EBV gp42 block,-24,10,10,-8,1,0,-13,-18
Rad51 HR inh,1,1,-143,11,1,-1,18,3
zVAD death inh,-0.2,-0.8,0.5,-0.2,-0.9,0.9,0.9,2.5
KCC2 mod,0.34,0.35,-0.16,·,0.19,-1.4,-0.025,-0.012
Calpain2 inh,19,-17,25,-49,18,-4,-16,-3

# From entry 37 to 38, copied from above:
[37] COc1cccc(C(=O)C2CN(C)CC2c2ccc(Cl)cc2)c1 (configuration not stated)
[38] CCCCn1c(O)c(/C=C2/C=CC=N2)c(=O)[nH]c1=O
screen / no.,37,38
eIF4E 4G PPI,-1,-3
Mdm2 ligase inh,-10,-4
PERK inhibitor,0.0,-0.6
TNF death inh,3.8,-7.4
EBV gp42 block,1,0
Rad51 HR inh,1,-1
zVAD death inh,-0.9,0.9
KCC2 mod,0.19,-1.4
Calpain2 inh,18,-4

# In a second layout: 13 of the compounds above
# Value order – eIF4E 4G PPI | Mdm2 ligase inh | PERK inhibitor | TNF death inh | EBV gp42 block | Rad51 HR inh | zVAD death inh | KCC2 mod | Calpain2 inh
28	C[C@]12CCC(=O)C=C1CC[C@@H]1[C@@H]2CC[C@]2(C)C(=O)CC[C@@H]12
 : 1 | · | -0.9 | 5.8 | -6 | -5 | 57 | -0.53 | 29
29	CCCCCn1c(=O)c(C(=O)Nc2nc3ccccc3[nH]2)c(O)c2ccccc21
 : 1 | -11 | 0.6 | -9.6 | -14 | 0 | 1.6 | -0.66 | -18
30	CCCCCCCSc1cc(OC)c(CCN(C)C)cc1OC
 : 7 | -7 | -0.6 | -23 | 0 | 11 | 11 | · | 4
31	CCOP(=S)(OCC)Oc1cc(C)oc(=O)c1
 : 2 | 0 | 1.4 | 0.3 | 0 | 9 | -1.2 | -0.76 | -16
32	Oc1ccc(/C=N/NP(=S)(c2ccccc2)c2ccccc2)c(O)c1O
 : 5[fluorescence artefact?] | -14 | 1.1 | -6.0 | 12 | -5 | 0.1 | -1.2 | -21
33	CCCCn1c(O)c(C(C)=NCc2cc(OC)cc(OC)c2)c(=O)[nH]c1=O
 : -2 | 1 | -1.9 | -2.0 | -24 | 1 | -0.2 | 0.34 | 19
34	O=[N+]([O-])c1cc2c(cc1CNCCc1ccc3c(c1)OCO3)OCO2
 : 1 | -3 | 0.9 | 0.9 | 10 | 1 | -0.8 | 0.35 | -17
35	COc1ccc(C(=O)C2CCCN(Cc3cnc(C)s3)C2)c(OC)c1 (configuration not stated)
 : 2 | -4 | 1.2 | 1.0 | 10 | -143 | 0.5 | -0.16 | 25
36	CC1CCN2c3nc4ccccn4c(=O)c3CC3(C(=O)N(C)C(=O)N(C)C3=O)C2C1 (configuration not stated)
 : -2 | 3 | 0.4 | -1.5 | -8 | 11 | -0.2 | · | -49
37	COc1cccc(C(=O)C2CN(C)CC2c2ccc(Cl)cc2)c1 (configuration not stated)
 : -1 | -10 | 0.0 | 3.8 | 1 | 1 | -0.9 | 0.19 | 18
38	CCCCn1c(O)c(/C=C2/C=CC=N2)c(=O)[nH]c1=O
 : -3 | -4 | -0.6 | -7.4 | 0 | -1 | 0.9 | -1.4 | -4
39	CCCCC(=O)N/N=C/c1c(O)n(CCc2ccccc2)c(=O)[nH]c1=O
 : 1 | -9 | 0.5 | 1.1 | -13 | 18 | 0.9 | -0.025 | -16
40	CCOC(=O)c1cc(C)n(CCc2cnc[nH]2)c1C
 : -11 | 0 | 0.6 | -0.2 | -18 | 3 | 2.5 | -0.012 | -3

# More records:
[41] O=C1NC(=S)NC(=O)C1C/C=C/c1ccccc1
[42] O=C1CCCN1CC#CCN1CCCC1
[43] CC1(C)C(C(=O)NCc2ccco2)C1(C)C
[44] O=C(/C=C/c1ccc2c(c1)OCO2)c1c(O)n(CCc2ccccc2)c(=O)[nH]c1=O
[45] O=c1[nH]c2ccccc2n1CCCN1CCC(n2c(=O)[nH]c3cc(Cl)ccc32)CC1
[46] NC(=S)c1cn(C2OC(CO)C(O)C2O)c2ncnc(N)c12 (configuration not stated)
screen / no.,41,42,43,44,45,46
eIF4E 4G PPI,-1,0,5,1,0,2
Mdm2 ligase inh,-21,-9,2,-11,·,-39
PERK inhibitor,0.7,0.9,1.1,0.4,1.5,3.1*
TNF death inh,1.0,1.3,5.5,-4.6,-0.5,-32
EBV gp42 block,12,-22,-29,-27,-7,-16
Rad51 HR inh,1,-8,-6,-7,9,9
zVAD death inh,0.1,0.1,3.0,-0.4,-1.3,62
KCC2 mod,-1.1,0.19,·,-3.1,0.81,0.95
Calpain2 inh,-7,-11,-3,-33,-6,3

# Screening data: PubChem, several laboratories
